Rac1 GTP hydrolysis: MgcRacGAP GTPase-activating activity inhibitors, confirmation, biochemical, ADP Hunter fluorescence | MgcRacGAP-stimulated Rac1 GTP hydrolysis, ADP Hunter fluorescence; higher % means a stronger effect; GST-tagged Rac1 F28L mutant substrate | inhibition, % at 30 µM, or IC50 in µM where a hit was titrated | 340,000 tested, 0.6% active | AID 624330;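 active = first-screen hits whose inhibition reached a set limit at any dose in the follow-up dose series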;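 also: fluorescence reports GDP produced by GAP-driven GTP hydrolysis; strong numbers were not always called active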
Dengue-2 NS5 capping: flavivirus cap methylation enzyme inhibition – biochemical, confirmation dose response, primary screen (AID 588689). Dengue-2 NS5 methyltransferase capping enzyme assay, biochemical; higher % means a stronger effect. inhibition, % at 25 µM; hits with a dose series show IC50 in µM. 340,000 tested, 0.3% active; in the data active = a potency from the dose series
Dengue-2 NS5 capping pilot replicate: second read-out of Dengue-2 NS5 capping, no call of its own (marks repeat the call); inhibition, %; measured here: pilot screen replicate inhibition
* = called active by the depositor.

Sample of the layout:
SMILES	Rac1 GTP hydrolysis	Dengue-2 NS5 capping	others
CC[C@@H]1C/C=C\Cc2ccccc2[C@@H](C(=O)C[C@H](O)CC(C)=O)OC1=O	8.0%	-6.0%	Dengue-2 NS5 capping pilot replicate=-4.3
C[C@H](CO)N1C[C@H](C)[C@@H](CN(C)S(=O)(=O)c2cn(C)cn2)Oc2ccc(NC(=O)Cc3ccccc3)cc2C1=O	4.5%	-0.8%
Cc1ccc(C)c(S(=O)(=O)N2CCN(C(=O)CNC(=O)c3sc4ccccc4c3Cl)CC2)c1	6.3%	-3.6%

Results, from the start:
SMILES	Rac1 GTP hydrolysis	Dengue-2 NS5 capping	others
CC[C@@H]1C/C=C\Cc2ccccc2[C@@H](C(=O)C[C@H](O)CC(C)=O)OC1=O	8.0%	-6.0%	Dengue-2 NS5 capping pilot replicate=-4.3
C[C@H](CO)N1C[C@H](C)[C@@H](CN(C)S(=O)(=O)c2cn(C)cn2)Oc2ccc(NC(=O)Cc3ccccc3)cc2C1=O	4.5%	-0.8%
Cc1ccc(C)c(S(=O)(=O)N2CCN(C(=O)CNC(=O)c3sc4ccccc4c3Cl)CC2)c1	6.3%	-3.6%
COc1ccc(N2CCN(C(=O)COC(=O)[C@@H](NC(=O)c3c(F)cccc3F)C(C)C)CC2)cc1	17.9%	0.0%
Cc1ccc(O)c(C(=O)C=Cc2ccccc2)c1	4.8%	-2.3%
COc1ccc(Cl)cc1C=CC=NNS(=O)(=O)c1ccc(C)cc1	1.9%	3.9%
CC1(NC(=O)CC(c2ccccc2)(c2ccccc2)c2ccccc2)CCN(Cc2ccc(-c3ccccc3)cc2)C1=O (stereo not given)	9.5%	-2.5%
O=C(O)c1ccc(NC(=O)C2CCN(S(=O)(=O)c3ccc4c(c3)OCCO4)CC2)cc1	3.5%	-1.7%
CCOc1ccc(NS(=O)(=O)c2ccc(C(=O)NCC3CCCO3)cc2)cc1 (stereo not given)	8.0%	-10.3%
C[C@@H]1CN([C@@H](C)CO)C(=O)c2cccc(NS(C)(=O)=O)c2O[C@H]1CN(C)Cc1ccc(Oc2ccccc2)cc1	12.7%	-4.8%
CC(C)OC(=O)N(C)C[C@@H]1OCc2cn(nn2)CCCC(=O)N([C@@H](C)CO)C[C@H]1C	8.3%	-3.5%
CC(=O)c1c(C)[nH]c(C(=O)CN2C(=O)NC3(CCCCC3C)C2=O)c1C (stereo not given)	4.1%	-4.4%
CCN(Cc1ccccc1)C(=O)c1cccs1	-4.6%	3.4%
COc1ccc(NC(=O)Nc2cc(C)ccn2)cc1	9.8%	-4.0%
C[C@H](CO)NC(=O)c1[nH]cnc1C(=O)Nc1ccc(CNC(=O)OC(C)(C)C)cc1	15.0%	-2.8%
O[C@H]1CN(Cc2cccs2)[C@@H](c2ccccc2)C[C@@H]1n1cc(-c2ccc(F)cc2)nn1	14.8%	1.1%
O=C(OCC(=O)C12CC3CC(CC(C3)C1)C2)c1ccccc1O	3.5%	0.8%
O=C(COc1ccc(-n2cnnn2)cc1)Nc1cc(Cl)cc(Cl)c1	-3.2%	-7.2%
C[C@H](O)[C@@H]1C(=O)N2CCc3c([nH]c4ccccc34)[C@@H]2C[C@@H]1N(C)S(=O)(=O)c1ccccc1	14.4%	-2.8%
COc1ccc(C)cc1NC(=O)CCCN1C(=O)NC(C)(C)C1=O	3.3%	-11.4%
COc1cc(/C=C/C(=O)O)cc(S(=O)(=O)Nc2cc(S(=O)(=O)N3CCCCC3)ccc2Cl)c1OC	4.4%	2.8%
NC(=O)C1=CC2C3C=CC2(O)C(=O)OC3O1 (stereo not given)	-5.5%	-4.0%
CC(C)(C)c1ccc(C(=O)NCCC(=O)NCc2ccc(F)cc2)cc1	3.1%	4.4%
CCc1cccc(NC(=O)c2cc(S(=O)(=O)N3CCCCC3)ccc2N2CCOCC2)c1	9.4%	2.3%
COc1cc(OC)c(OC)cc1/C=C/c1ccnc2ccccc12	7.2%	-11.3%
COc1cccc2sc3cc(C#CC4(O)CCCCC4)ccc3c(=O)c12	-2.6%	-8.8%
CCCCN(CCCC)c1nn[nH]n1	6.5%	9.6%
Cc1c(C(=O)N2CCN(S(=O)(=O)c3ccccc3)CC2)oc2ccc(Br)cc12	2.2%	4.7%
COC1OC(CO)C(N=C(C)C)C1O (stereo not given)	2.0%	13.7%
CC(=O)C[C@H](O)CC(=O)[C@@H]1OC(=O)[C@@H](C)C/C=C\Cc2ccccc21	2.2%	-2.3%	Dengue-2 NS5 capping pilot replicate=2.4
C=C1C(=O)N(C)CCC1C(CC)C(=O)OC (stereo not given)	3.4%	3.4%
COc1ccccc1CNC(=O)COC(=O)c1ccco1	-4.0%	-14.1%
COC(=O)C1=C(C)NC(=O)NC1c1ccc(OC)c(OC)c1 (stereo not given)	14.3%	3.3%
C/C=C/c1cnc2c(c1)C(=O)N([C@H](C)CO)C[C@H](C)[C@@H](CN(C)C(=O)CN1CCOCC1)O2	9.8%	-8.0%
O=C(Nc1ccncc1)C1CC(=O)N(c2ccccc2)C1 (stereo not given)	0.3%	2.2%
O=C(COC(=O)/C=C/c1ccc(Cl)cc1)NC1CCS(=O)(=O)C1 (stereo not given)	0.0%	-0.6%
CC(C)C[C@H]1CNC(=S)N1CC1CCCN1C[C@H](CC(C)C)N1C[C@H](CC(C)C)N(CC2CCCCCC2)C1=S (stereo not given in full)	0.8%	-4.0%	Dengue-2 NS5 capping pilot replicate=0.3
COc1ccc(CNC(=O)c2ccc(CS(=O)(=O)c3ccc(OC)cc3)o2)cc1	-8.0%	0.6%
C[C@H](CO)N1C[C@H](C)[C@@H](CN(C)S(=O)(=O)c2ccc(F)cc2)Oc2c(NC(=O)Nc3ccc(C(F)(F)F)cc3)cccc2C1=O	8.7%	-11.2%
Oc1ccccc1-c1nnco1	-4.9%	0.0%
C#CCOCCOCCOCCNc1nc(N2CCN(C(=O)[C@H](CCCCN)n3cc([C@@H](N)CC(N)=O)nn3)CC2)nc(N2CCN(C(=O)[C@H](CCCCN)n3cc([C@@H](N)CC(N)=O)nn3)CC2)n1	30.3%	4.0%
O=C(Nc1cccc(Cl)c1)C1CCCN(C2=NS(=O)(=O)c3ccccc32)C1 (stereo not given)	6.7%	-10.1%
CN(CCc1ccccc1)C(=O)c1ccc(NC(=O)Cc2cccc([N+](=O)[O-])c2)cc1	1.3%	-1.2%
CN(Cc1ccco1)C(=O)CN1C(=O)NC(c2ccccc2)(c2ccccc2)C1=O	8.5%	1.5%
CC(C)(C)OC(=O)N(CCc1ccccc1)Cc1ccccc1OCc1ccc(NC(=O)C2CCCC2)cc1	9.1%	1.3%
Cc1ccc(NC(=O)Cc2c(F)cccc2Cl)cc1S(=O)(=O)N1CCOCC1	1.6%	4.0%
COc1ccc(CC(=O)N[C@@H]2c3cc(OC)c(OC)cc3C[C@H]2O)cc1	13.0%	0.3%	Dengue-2 NS5 capping pilot replicate=-5.8
Cn1c(CCN2CCCC2)nc2cc(NS(=O)(=O)c3ccc(F)cc3)ccc21	15.2%	-7.7%
CCN(C[C@H]1N[C@@](CC)(C(=O)OC)[C@H]2C(=O)N(Cc3ccccc3)C(=O)[C@@H]12)C(=O)NC(C)C	4.4%	5.6%	Dengue-2 NS5 capping pilot replicate=2.1
CC1CCCC(C)N1C(=O)COC(=O)c1cc(=O)[nH]c2ccccc12 (stereo not given)	-4.2%	0.0%
Other entries.
SMILES	Rac1 GTP hydrolysis	Dengue-2 NS5 capping	others
COCCN(Cc1cc2cc(C)ccc2n2nnnc12)C(=S)Nc1ccc(OC)cc1	11.5%	-2.9%
COc1cc(/C=C2\C(=O)N(c3cccc(C(=O)O)c3)N=C2C)ccc1OCc1ccccc1	43.9µM*	7.99µM*
Cc1[nH]nc2c(=S)[nH]c(=O)[nH]c12	9.7%	-1.7%
CCn1c(SCC(=O)NCCCN2CCCC2=O)nnc1-c1cccc(C)c1	-5.9%	-6.6%
O=C(CCOc1ccccc1)N1CCCC(Nc2ccccc2)C1 (stereo not given)	11.0%	-3.5%
COc1ccc(C(=O)OCC(=O)c2ccco2)cc1[N+](=O)[O-]	7.3%	-2.9%
COC(=O)[C@]1(C)N[C@H](CN(C)C(=O)Nc2ccc(OC)cc2)[C@@H]2C(=O)N(Cc3ccccc3)C(=O)[C@@H]21	1.3%	-0.3%	Dengue-2 NS5 capping pilot replicate=2.4
C=COC(=O)NC1CCc2cc(OC)c(OC)c(OC)c2-c2ccc(SC)c(=O)cc21 (stereo not given)	1.2%	-7.7%
Cc1ccccc1OCC(=O)OCC(=O)NCc1ccc2c(c1)OCO2	2.4%	-0.8%
CCN(CC)C(=O)C1=C(C)N(Cc2ccc(OC)cc2)C(=O)C(CC(=O)NCCc2ccccn2)C1 (stereo not given)	-12.6%	-2.8%
COc1cc2sc3ccc(-c4ccc(CN5CCOCC5)cc4)cc3c(=O)c2cc1OC	2.3%	-8.8%
C=CC[C@H](CC(=O)N[C@H](CO)Cc1ccccc1)C(=O)N[C@@H](COC(=O)[C@@H](CC=C)Cc1ccc(F)cc1)Cc1c[nH]c2ccccc12	5.8%	-11.2%
C[C@H]1CN([C@@H](C)CO)C(=O)CCCn2nncc2CO[C@H]1CN(C)C(=O)Nc1cccc(Oc2ccccn2)c1	-10.2%	-8.0%
C[C@H]1CN([C@@H](C)CO)C(=O)c2cc(Br)cnc2O[C@H]1CN(C)C(=O)C1CCC1	2.0%	-2.9%
O=C(CN1C(=O)NC(c2ccccc2)(c2ccccc2)C1=O)NCc1ccc(F)cc1	4.7%	-6.2%
COc1ccccc1N1CCN(C(=O)c2cc(S(=O)(=O)N3CCCCC3)ccc2C)CC1	2.8%	-3.2%
Cn1c(N)c(C(=O)CSc2nnc(-c3cccs3)n2C2CC2)c(=O)[nH]c1=O	-0.4%	-8.7%
Cc1c(Cl)c(=O)oc2cc(OCC(=O)N3CCCC(C)C3)ccc12 (stereo not given)	7.3%	0.8%
Cc1ccccc1-n1c(SCC(=O)NCC2CCCO2)nnc1-c1ccncc1 (stereo not given)	-0.4%	4.0%
COc1ccc(NC(=O)C2CC(=O)N(c3ccccc3F)C2)cc1S(=O)(=O)N1CCCCC1 (stereo not given)	4.8%	-4.6%
COc1cc(OC)c2c(-c3ccccc3)cc(=O)oc2c1C(CCN1CCOCC1)c1ccc(N(C)C)cc1 (stereo not given)	12.7%	2.6%	Dengue-2 NS5 capping pilot replicate=-1.2
Cc1ccc(NC(=O)c2cc(S(=O)(=O)N3CCCCC3)ccc2N2CCOCC2)cc1S(=O)(=O)N(C)C	7.0%	-85.6%
Cc1ccc(S(=O)(=O)N2CCCCC2)cc1NC(=O)C1CC1	1.9%	3.7%
COc1cccc(CN(C)C(=O)c2cccc(S(=O)(=O)N3CCN(Cc4ccccc4)CC3)c2)c1OC	10.2%	-0.7%
C[C@@H]1CCCCO[C@H](CN(C)Cc2ccc3c(c2)OCO3)[C@H](C)CN([C@@H](C)CO)C(=O)c2cc(NC(=O)c3ccccc3)ccc2O1	-6.1%	-6.8%
O=C(COC(=O)Cc1ccc(Br)cc1)Nc1ccc(Cl)cn1	5.2%	-6.6%
O=C(O)CCn1c(=O)oc2cc(S(=O)(=O)N3CCCC3)ccc21	-2.1%	7.8%
O=c1c(=O)n(CCO)n(CCO)c(=O)n1CCO	-13.4%	0.0%
NC(=O)NN=C1CCn2cccc21	3.2%	1.5%
S=C(NC1CCCCC1)NN1CCCCCC1	1.9%	-4.7%
C#CCOCCOCCOCCNc1nc(N2CCOCC2)nc(N2CCN(C(=O)[C@H](Cc3ccc(O)cc3)n3cc(CCO)nn3)CC2)n1	9.6%	-5.6%
Cc1ccc(S(=O)(=O)N2CCOCC2)cc1NC(=O)c1ccncc1	9.9%	2.8%
CC(C)C[C@@H](CN)NC(=O)c1nc[nH]c1C(=O)N[C@@H](CC(C)C)C(=O)CNC[C@H](C)NC(=O)c1nc[nH]c1C(=O)N[C@@H](CC(C)C)C(=O)O	4.2%	-7.2%
COC(=O)[C@H](CCSC)NC(=O)Cn1cc(C)c(=O)[nH]c1=O	-6.7%	0.7%
COc1ccc(-c2noc(CCC(=O)N3CCN(c4ccc(F)cc4)CC3)n2)cc1	4.2%	-2.0%	Dengue-2 NS5 capping pilot replicate=1.8
O=C(Nc1ccc(C(=O)O)cc1)/C(=C\c1ccc2c(c1)OCO2)NC(=O)c1ccccc1Cl	9.5%	4.4%
COc1ccc(CN2CCN(C(=O)C3CCN(C(=O)Nc4ccccc4)CC3)CC2)cc1OC	5.1%	-1.6%
O=C(COC(=O)c1cc(S(=O)(=O)N2CCCCC2)ccc1N1CCOCC1)c1ccccc1Cl	20.8%	-1.1%
O=C(C=Cc1ccccc1)c1cc(Br)ccc1O	4.2%	-10.8%
COc1cc(OC)cc(-c2cc3ccc(F)cc3cn2)c1	4.4%	-9.6%
CCCCN1C(=O)C(CC(=O)NCCCCc2ccccc2)CC(C(=O)N(C)C)=C1C (stereo not given)	6.6%	1.7%
O=C(C=NNc1ccccc1)c1ccccc1	12.5%	-12.4%
CCn1c2ccccc2c2cc(NC(=O)N3CCCCC3)ccc21	18.7%	0.0%

Part of the list above in order of molar mass, lowest first:
SMILES	Rac1 GTP hydrolysis	Dengue-2 NS5 capping	others
O=C(C=NNc1ccccc1)c1ccccc1	12.5%	-12.4%
COc1cc(OC)cc(-c2cc3ccc(F)cc3cn2)c1	4.4%	-9.6%
O=C(C=Cc1ccccc1)c1cc(Br)ccc1O	4.2%	-10.8%
CCn1c2ccccc2c2cc(NC(=O)N3CCCCC3)ccc21	18.7%	0.0%
COC(=O)[C@H](CCSC)NC(=O)Cn1cc(C)c(=O)[nH]c1=O	-6.7%	0.7%
O=C(COC(=O)c1cc(S(=O)(=O)N2CCCCC2)ccc1N1CCOCC1)c1ccccc1Cl	20.8%	-1.1%

Compound activity (PubChem BioAssay)

Some of the compounds tested; rates above refer to the full screens.
